Assay outcomes deposited in PubChem BioAssay by several laboratories.
Exocytosis inh: lytic granule exocytosis inhibition | TALL-104 LAMP-1 surface exposure, flow cytometry; cells stimulated with thapsigargin and PMA | inhibition, % at 10 µM | 360,000 compounds, 0.66% hits | AID 651702;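 active = inhibition above about 55%, limit read from the data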
hiPSC survival: hiPSC single-cell survival enhancement; ATPlite luminescence; 100% = ROCK inhibitor wells, 0% = DMSO; survival enhancement, % at 20 µM; 360,000 compounds, 0.044% hits; in the data active = survival enhancement above about 18%;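 also: cells exposed to compounds for 16 hours before the ATP read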
MC4R antagonist: antagonists of human melanocortin 4 receptor (MC4R). inhibition, % at 6.5 µM. 360,000 compounds, 0.48% hits. MC4R-expressing cells, MTII-stimulated cAMP, LANCE TR-FRET. P32245;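 active = inhibition above its plate's cutoff, the mean of tested wells on that plate plus 3 SD, cut at about 29% in these data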;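 also: 0% = Melanotan II alone and 100% = Melanotan II plus saturating MCL0020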
Target sequence (P32245 whole entry, looked up): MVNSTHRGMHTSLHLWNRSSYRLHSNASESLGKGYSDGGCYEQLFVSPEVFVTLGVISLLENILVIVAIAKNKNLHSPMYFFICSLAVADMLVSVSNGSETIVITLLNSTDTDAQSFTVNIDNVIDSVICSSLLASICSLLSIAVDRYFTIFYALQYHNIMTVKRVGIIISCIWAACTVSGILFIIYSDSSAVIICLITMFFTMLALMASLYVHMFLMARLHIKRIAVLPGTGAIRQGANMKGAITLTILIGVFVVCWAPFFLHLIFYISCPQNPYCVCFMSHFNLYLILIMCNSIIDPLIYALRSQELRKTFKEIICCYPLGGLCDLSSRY
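Assay system: U2OS cells stably expressing human melanocortin 4 receptor (MC4R) / Dosing: 6.5 µM / Timing: compound 30 min, challenge 1 h, detection 1 h / Measured by: Eu-cAMP/anti-cAMP TR-FRET, emission 671 nm / Replicates: singlicate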
N-glyco inh: N-linked glycosylation inhibition | D54 ERlucT glycosylation luciferase reporter, 24 h; percent of 100 nM tunicamycin response | reporter increase, % at 12.5 µM | 360,000 compounds, 0.23% hits | AID 588692;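 active = mean luciferase reporter signal, scaled so untreated is 0 and the glycosylation-blocking control 100, at or above a set limit in every replicate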;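 also: luciferase carries N-glycosylation sites so blocking glycosylation raises the light; 0% = median of neutral control wells and 100% = median of 100 nM tunicamycin wells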
MC4R barr agon: human MC4R agonism via beta-arrestin | P32245 | U2OS MC4R beta-arrestin complementation, luminescence; percent of melanotan II response, DMSO zero | activation, % at 8.9 µM | 360,000 compounds, 0.98% hits;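 active = activation above a per-plate cutoff, the mean activation of sample wells on that plate plus 3 SD, cut at about 8% in these data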
aDG glyco up: increases alpha dystroglycan glycosylation. Pro5-aDG cells, alpha-DG glycosylation AlphaScreen (IIH6); 0% Pro5, 100% B10-LARGE cell signal. activation, % at 10 µM. 360,000 compounds, 0.22% hits. AID 624168;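 active = activation of at least 8% versus controls, or a plate z-score of at least 8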;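 also: Pro5 are CHO cells carrying HIG-tagged alpha-DG that lacks glycosylation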
HTR2A ag: mouse HTR2A agonism via beta-arrestin recruitment. CHO-K1 mHTR2A beta-arrestin complementation, luminescence; percent of 30 µM serotonin response. activation, % at 7.6 µM. 360,000 compounds, 0.66% hits;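 active = activation above a run cutoff, the mean activation of all tested compounds plus 3 SD, cut at about 14% in these data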;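 also: 0% = plate median of compound wells and 100% = 30 µM serotonin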
Target sequence (P35363 whole entry, looked up): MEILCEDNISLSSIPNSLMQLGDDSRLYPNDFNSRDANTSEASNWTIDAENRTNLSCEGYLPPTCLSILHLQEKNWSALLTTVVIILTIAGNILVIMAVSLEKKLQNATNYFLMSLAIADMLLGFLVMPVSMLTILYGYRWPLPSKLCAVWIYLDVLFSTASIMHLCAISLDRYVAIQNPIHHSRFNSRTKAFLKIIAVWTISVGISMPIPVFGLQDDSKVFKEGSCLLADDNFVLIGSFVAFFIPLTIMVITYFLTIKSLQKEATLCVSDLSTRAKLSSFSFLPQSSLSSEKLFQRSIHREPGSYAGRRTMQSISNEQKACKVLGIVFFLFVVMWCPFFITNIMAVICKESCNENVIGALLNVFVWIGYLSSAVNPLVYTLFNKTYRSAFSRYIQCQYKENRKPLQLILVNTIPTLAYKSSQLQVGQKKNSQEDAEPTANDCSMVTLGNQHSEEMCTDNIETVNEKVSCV
ABHD5-PLIN5 inh: ABHD5-PLIN5 protein interaction inhibition; 360,000 compounds, 0.78% hits; inhibition, % at 4 µM; AID 602281; Split G. princeps luciferase complementation, luminescence, 4 h; Q00G26+Q8WTS1;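 active = inhibition above the mean inhibition across every tested compound plus 3 SD, cut at about 22% in these data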;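 also: 0% = DMSO only wells and the 100% control is not disclosed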
ABCB6 inh MLPCN: inhibitors of human ABC transporter ABCB6; Q9NP58; K562-ABCB6 porphyrin accumulation, flow cytometry, 1 h; hits give low values; fluorescence ratio to DMSO, % at 10 µM; 360,000 compounds, 0.19% hits; AID 602162;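 active = fluorescence ratio to DMSO below 75%, the collection mean minus 3 SD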;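 also: signal is porphyrin accumulated inside mitochondria; 100% equals median channel fluorescence of DMSO control wells; lower ratio means ABCB6 inhibition with less porphyrin fluorescence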
Cardio protect: modulators protecting cardiomyocytes from myocardial damage. H9c2 cardiomyocytes, H2O2 injury protection, ATPLite, 2 h. protection from H2O2 cell death, % at 20 µM. 360,000 compounds, 0.63% hits. AID 588492;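 active = compounds giving at least 50% protection of heart cells from peroxide-induced death in the single-dose screen, raw or plate-pattern-corrected value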;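 also: 0% = DMSO wells with peroxide and 100% = DMSO wells without peroxide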
* = called active by the depositor; nt = no result given.

SMILES	Exocytosis inh	hiPSC survival	MC4R antagonist	N-glyco inh	MC4R barr agon	aDG glyco up	HTR2A ag	ABHD5-PLIN5 inh	ABCB6 inh MLPCN	Cardio protect
Cc1ccccc1Cn1c(=O)sc2ccccc2c1=O	-2	0.0	15	-1	-0.6	0.6	-7	-8	105	-6
COCCNc1nc(NCCN2CCNC2=O)c2sccc2n1	-3	-2.0	-1	1	1.1	0.1	-2	5	104	2
CC1CCCCN1S(=O)(=O)c1ccc(C(=O)N(CCCN(C)C)c2nc3cc4c(cc3s2)OCO4)cc1 (stereo not drawn)	9	0.1	0	-12	-1.1	1.2	-10	10	98	10
COc1ccc(NC(=O)CSc2nc3ccccc3nc2N2CCCC2)cc1Cl	-2	-0.5	5	-8	-0.2	0.0	-2	-3	98	-5
Cc1ccc2nc(-c3ccccc3)c(Cc3cccc(Cl)c3)n2c1	-5	-2.6	nt	0	nt	-0.1	-5	-10	98	-6
Cc1cnnn1-c1cccc([N+](=O)[O-])c1	-4	1.0	6	0	-1.9	-0.1	7	3	90	7
Cc1cccc(NC(=O)C2CC(=O)N/C(=N/N=C/c3ccco3)S2)c1 (stereo not drawn)	1	0.7	-2	2	-1.0	-0.1	4	3	99	-1
CCC1Oc2ccc(C)cc2N(CC(=O)NCCN2C(C)CCCC2C)C1=O (stereo not drawn)	5	-0.9	7	-1	1.8	0.1	6	0	100	5
CC1CCc2nn(CC(=O)NCc3ccc4c(c3)OCO4)cc2C1 (stereo not drawn)	-2	-2.2	-7	0	-1.8	-0.1	1	0	96	-5
CN1C=CC=C/C1=C1\SC(=S)N(N)C1=O	8	1.0	0	-2	-3.3	1.7	-3	1	103	7
COc1ccc(C(=O)c2c(C)oc3ccc(O)cc23)cc1	0	-0.9	-4	-3	-1.3	0.1	0	-5	92	-6
COC(=O)c1cc(Cl)c(NC(=O)c2ccc(F)cc2)cc1OC	-14	0.1	0	3	-0.5	0.1	1	8	103	3
O=C(COC(=O)c1ccc([N+](=O)[O-])cc1)Nc1ccc(Cl)cn1	-3	-0.5	7	3	-1.8	0.2	7	-1	99	-8
COc1ccc(S(=O)(=O)NCC(=O)N(CC(=O)NCC2CCCO2)Cc2ccccc2)cc1 (stereo not drawn)	18	-0.3	3	-1	-2.0	-0.1	2	3	97	-4
CCOc1ccc(N(C(C)C(=O)Nc2cccnc2)S(C)(=O)=O)cc1 (stereo not drawn)	-1	0.0	11	1	-1.1	0.0	1	0	99	-9
COc1cc([N+](=O)[O-])ccc1NC(=O)Nc1nc2c(s1)CCCC2	2	2.2	6	4	0.0	0.0	4	-3	98	-4
CC(C(=O)NCc1ccccn1)N1C(=O)c2ccccc2C1=O (stereo not drawn)	-1	-1.1	4	6	0.0	0.1	2	-1	107	5
O=C1CC(N(CCc2ccccc2)C(=S)Nc2ccccc2)C(=O)N1c1ccc(Br)cc1 (stereo not drawn)	14	-1.7	19	-2	-0.2	3.4	-2	-8	100	-20
CCN(CC)S(=O)(=O)c1ccc2c(c1)nc(SCC(=O)N1CCCCCC1)n2-c1ccc(OC)cc1	0	2.4	11	-6	-2.8	-0.2	-4	11	99	4
COc1cc(NC(=O)CC(C)S(=O)(=O)c2ccc3c(c2)NC(=O)CO3)cc(OC)c1OC (stereo not drawn)	-1	0.8	3	1	-0.3	0.1	2	-8	94	4
OCCNc1cnc2ccccc2n1	-1	-0.9	-5	1	-2.1	-0.3	14	-2	97	3
Cc1ccc(C(=O)N/C(=C/c2ccc(-c3cc(C(F)(F)F)ccc3Cl)o2)C(=O)NCc2cccnc2)cc1	-3	-4.3	0	2	0.2	0.0	0	8	98	8
O=C(NC(=S)Nc1ccc2[nH]c(=O)[nH]c2c1)c1cncc(Br)c1	0	0.5	-2	1	-5.3	0.0	-3	-11	101	7
COc1ccccc1C1/C(=C(/O)c2ccc(OC(C)C)cc2)C(=O)C(=O)N1c1cc(C)on1 (stereo not drawn)	-3	0.8	5	0	0.8	0.0	3	-2	95	4
c1ccc2c(c1)-c1nc3ccccc3cc1C2N1CCOCC1 (stereo not drawn)	0	-1.1	2	1	-3.1	-0.1	-1	1	98	6
CCCn1c(SCCc2ccccc2)nc2c1c(=O)[nH]c(=O)n2C	2	-1.6	-4	-1	1.4	0.3	4	6	96	-3
Cn1c(SCc2nnc(-c3ccccc3Br)o2)nc2sc3c(c2c1=O)CCC3	-2	-3.5	-1	1	-0.4	0.6	0	-4	96	-7
CCCN(CC(=O)Nc1ccc(F)c(F)c1F)C(=O)CN1C(=O)NC2(CCCCC2)C1=O	3	0.1	-1	0	-0.5	0.1	0	-2	98	4
CCCCCC(=O)c1c(C)[nH]c(C(=O)OCC)c1C	-1	1.5	-9	1	4.1	0.2	2	-13	101	-6
O=C(COC(=O)c1cccnc1Cl)c1ccccc1	-1	-1.1	21	2	1.6	0.1	-3	-8	106	8
C=CCc1cccc2cc(C(=O)NCc3ccc(C(=O)OCC)o3)c(=O)oc12	3	2.4	17	1	1.2	0.0	2	3	97	12
O=C(COc1ccc(Cl)cc1Cl)Nc1ccccn1	-2	-1.9	8	-22	-1.4	0.1	2	-2	100	-18
O=Cc1ccccc1OS(=O)(=O)c1ccccc1	-5	-1.1	-2	4	0.5	0.2	1	5	98	4
COc1ccc(CCNC(=O)c2cc(-c3ccccc3)c(N3CCOCC3)s2)cc1OC	-4	6.3	10	2	-1.3	0.0	-7	5	98	4
N#C/C(=C\c1c(N2CCC(C(N)=O)CC2)nc2ccccn2c1=O)S(=O)(=O)c1ccccc1	4	4.0	19	1	-2.4	-0.2	-2	5	92	5
O=C(COc1ccc(S(=O)(=O)NCc2ccccc2)cc1)N1CCOCC1	-4	3.5	18	1	-1.3	-0.3	0	-1	92	-8
COc1cc(C(=S)N2CCOCC2)ccc1OC(=O)c1cc(OC)c(OC)c(OC)c1	-1	0.9	9	0	-0.5	0.1	-7	-11	98	-1
CCOc1ccc(C(=O)NC(=S)NC2CCCC2)cc1[N+](=O)[O-]	2	-0.4	3	0	-1.6	0.1	-2	-9	98	-9
CC1(c2nc3ccccc3[nH]2)CCCC2=Nc3ccccc3CN21 (stereo not drawn)	-4	-0.7	nt	nt	nt	-0.1	-1	-2	92	nt
COc1cc2cc(C)c(SCC(=O)N3CCN(C(=O)c4ccco4)CC3)nc2cc1OC	1	-0.3	-4	-4	1.1	0.5	6	7	82	27
Clc1cc(CSc2ccccc2)nc(-c2ccccc2)n1	-6	2.7	16	3	0.0	0.5	0	5	104	-13
COc1ccc(C2(CNC(=O)c3cccs3)CCOCC2)cc1	-1	1.1	0	0	4.5	0.0	1	-1	101	-2
CCc1ccc(-c2c(C)sc(NC(C)=O)c2C(N)=O)cc1	2	1.0	-26	-6	-1.1	0.1	0	-4	92	1
CCCNC(=O)Nc1nccs1	0	4.2	1	2	-2.5	-0.1	-1	-1	102	5
Cc1ccc(S(=O)(=O)NC(CC(C)C)C(=O)N2CCC(C)CC2)cc1 (stereo not drawn)	-1	3.0	7	-1	-0.6	0.2	5	5	99	11
CCOc1ccc(CN2CCN(Cc3nc4c(s3)CCCC4)CC2CCO)cc1 (stereo not drawn)	-2	6.9	6	-1	-0.7	-0.4	1	-1	101	3
COc1ccc(/C=N/NC(=O)c2ccccc2O)cc1Cn1cc([N+](=O)[O-])cn1	1	-0.3	-1	1	-1.5	0.4	4	-6	88	7
Cc1c(C(=O)NCc2ccoc2)oc2ccc3c(c12)C(=O)CC(C)(C)O3	-5	-3.7	7	8	1.9	0.2	-3	6	117	-13
O=C(COC(=O)C1CCN(S(=O)(=O)c2ccc3c(c2)OCCO3)CC1)Nc1ccc(C(F)(F)F)cc1	-1	-0.1	-2	3	5.2	1.1	0	-11	100	0
COc1ccccc1Cn1c(C)c(C(=O)NCCC#N)sc1=O	-2	0.4	8	3	-0.6	-0.1	1	4	102	3
Cc1ccc(S(=O)(=O)N2CCOC2CNC(=O)C(=O)NCCN(C)C)cc1 (stereo not drawn)	2	-0.3	4	0	-1.2	-0.1	1	-1	100	-1
O=C(C1CCCN(Cc2nc(-c3ccc(Cl)cc3)no2)C1)N1CCOCC1 (stereo not drawn)	-2	-0.9	4	-3	-4.6	-0.2	2	-1	96	-8
CC(C)NC(=S)NC(=O)/C=C/c1cccc2ccccc12	0	0.3	0	-2	6.6	0.3	2	-2	97	-6
CC(C)n1nnnc1SCC(=O)N1CCN(C(=O)c2ccco2)CC1	-3	0.7	6	2	-1.2	0.1	5	3	100	14
N=C(N)n1ncc2c1CCCC2=O	-10	-1.9	nt	nt	nt	-0.1	2	8	105	nt
O=C(Cc1ccccc1)Nc1ccc(NC(=O)c2ccccc2)c(Cl)c1	5	-0.6	-1	-1	-0.3	-0.1	-4	3	98	4
CC(C)c1ccc(S(=O)(=O)c2cc3cc(Br)ccc3oc2=O)cc1	6	-0.3	-10	2	-1.0	-0.2	0	5	100	-3
COc1ccc(C(=O)NCCSCc2ccc(C)cc2)cc1	0	-3.2	16	0	0.1	-0.1	-8	-2	106	-17
CC(=O)c1ccc(NS(=O)(=O)c2ccc(C)cc2)cc1	-1	-1.8	2	4	-2.0	-0.1	-4	-1	91	-7
O=C(CN1C(=O)NC2(CCCc3ccccc32)C1=O)c1ccccc1F (stereo not drawn)	4	-0.2	2	0	-1.1	0.2	1	0	97	-7

Random excerpt: 2 entries already listed
SMILES	Exocytosis inh	hiPSC survival	MC4R antagonist	N-glyco inh	MC4R barr agon	aDG glyco up	HTR2A ag	ABHD5-PLIN5 inh	ABCB6 inh MLPCN	Cardio protect
CC(C)c1ccc(S(=O)(=O)c2cc3cc(Br)ccc3oc2=O)cc1	6	-0.3	-10	2	-1.0	-0.2	0	5	100	-3
O=C(C1CCCN(Cc2nc(-c3ccc(Cl)cc3)no2)C1)N1CCOCC1 (stereo not drawn)	-2	-0.9	4	-3	-4.6	-0.2	2	-1	96	-8

(more compounds)
SMILES	Exocytosis inh	hiPSC survival	MC4R antagonist	N-glyco inh	MC4R barr agon	aDG glyco up	HTR2A ag	ABHD5-PLIN5 inh	ABCB6 inh MLPCN	Cardio protect
Cc1cc(NS(=O)(=O)c2ccccc2)c(C)c(Cl)c1O	-1	5.8	-2	-1	-1.0	16*	-6	-3	99	-9
COCCn1c(SCC(=O)NC2CCCC(C)C2C)nc2ccccc2c1=O (stereo not drawn)	-17	0.3	9	0	-3.2	0.3	-4	-12	99	9
O=c1cc(S(=O)(=O)Cc2ccccc2)[nH]c(=O)[nH]1	0	0.8	-1	-1	-0.4	0.0	-2	8	97	5
COCc1cn(-c2nc3ccccc3s2)nn1	2	0.5	nt	nt	nt	-0.1	8	1	156	nt
COc1cc2oc3cc(C)oc(=O)c3c2cc1OC	-2	1.0	-3	3	-1.7	-0.1	4	-7	100	5
C[C@H](c1ccccc1)n1nnc(COCc2ccccc2)c1C#CCOCc1ccccc1	-4	-1.3	9	0	1.9	0.3	-3	-17	102	-9
NC(=O)c1c(NC(NC(=O)c2ccco2)(C(F)(F)F)C(F)(F)F)sc2c1CCCC2	2	0.9	-2	1	-1.3	0.0	3	-7	83	-1

An unsorted share of the library, and some 4.5% of all compounds hit somewhere here.
